PL synth Enamine = phospholipid synthesis inhibitors, CHO cells, primary screen, ZR-82 cells, Enamine library, screen 3; calls only at 10 µM; 0.4% of 20,000 active; ZR-82 CHO cells, pyrene fatty acid UV survival, CellTiter Blue; peroxisome-deficient CHO-K1 mutant line; plus DGAT-1, DGAT-2 and ACAT inhibitors; AID 1347385, 2020;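 active = cell survival signal 2 SD away from solvent-only control wells, confirmed on one or two retests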;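 also: 3 h compound exposure then viability read about one day after UV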
Calls only; i = inactive; + = active, no number. These rows are one share of the data, so the mix of outcomes need not match the whole.

SMILES | PL synth Enamine
Cc1nc(Cc2nnc(SCC(=O)c3cc(C)n(Cc4ccco4)c3C)o2)cs1 | i
C=C(C)CNC(=S)Nc1cccc(N)n1 | i
CN(C)c1ccc(S(=O)(=O)N(C)C)cc1NS(=O)(=O)c1ccc2c(c1)OCCO2 | i
COC(=O)c1c(NC(=O)CSc2ncnc3sc4c(c23)CCC4)sc2c1CCC2 | i
CCOC(=O)c1c(-c2ccc(C)o2)csc1NC(=S)NC(=O)N(C)C | i
Cc1ccc(C)c(C2=Nn3c(nnc3C3CCCCC3)SC2C)c1 (stereo not given) | i
O=S1(=O)CCN2C(c3ccc(Cl)cc3Cl)=CSC2=N1 | i
COC(=O)c1c(C)[nH]c(C(=O)C(C)OC(=O)C2CC3CCCC(C2)C3=O)c1C (stereo not given) | i
COc1ccc(Br)cc1/C=C1\N=C(c2cc(OC)c(OC)c(OC)c2)OC1=O | i
O=C(N/N=C/c1ccc([N+](=O)[O-])o1)C1CC1 | i
O=C(Cn1cnc2sc3c(c2c1=O)CCC3)c1ccc(Cl)s1 | i
O=S(=O)(NC1c2cccc3cccc(c23)C1Sc1ncccn1)c1ccc(Cl)cc1 (stereo not given) | i
N=C1C(c2nc3ccccc3s2)=C(O)CN1N1C(=O)c2ccccc2C1=O | i
C=CCn1c(=S)[nH]c2c(oc3ccccc32)c1=O | i
OCC(O)COC(c1ccccc1)(c1ccccc1)c1ccccc1 (stereo not given) | i
CCOC(=O)c1ccc(N=CN(C)C)o1 | i
O=S(=O)(c1ccc(Cl)cc1)n1cnc2ccccc21 | i
Clc1ccc(Oc2ccnc3cc(Cl)ccc23)cc1 | i
COc1ccc2c(c1)SC1=NS(=O)(=O)CCN12 | i
O=C(Nc1ccc2c(c1)OCO2)Nc1ccc(F)cc1F | i
CCOC(=O)N1CCN(C(=O)/C=C/c2ccco2)CC1 | i
CN(CC(=O)O)S(=O)(=O)c1cccs1 | i
NCc1ccc(C(=O)O)cc1 | i
CCOC(=O)c1c(C2CC2)csc1NC(=O)COC(=O)C1=COCCO1 | i
O=c1[nH]c(SCCO)nc2sc3c(c12)CCCC3 | i

Part of the list above, field by field.
compound: CN(CC(=O)O)S(=O)(=O)c1cccs1
  PL synth Enamine: i
compound: NCc1ccc(C(=O)O)cc1
  PL synth Enamine: i
compound: CCOC(=O)c1c(C2CC2)csc1NC(=O)COC(=O)C1=COCCO1
  PL synth Enamine: i
compound: O=c1[nH]c(SCCO)nc2sc3c(c12)CCCC3
  PL synth Enamine: i

New compounds follow:
SMILES | PL synth Enamine
CN(CC(=O)O)C1CCS(=O)(=O)C1 (stereo not given) | i
CCn1c(SCc2cc(=O)n3cc(Br)ccc3n2)nnc1-c1cccs1 | i
O=C(COC(=O)c1csc2c1CCCC2)c1ccc[nH]1 | i
CCCn1nnc(NC(=O)c2ccc(Br)o2)n1 | i
CCOC(=O)c1sc2ncn(-n3cccc3)c(=O)c2c1C | i
Cc1c(C2Sc3ccccc3NC2=O)c2ccccn2c1C1Sc2ccccc2NC1=O (stereo not given) | +
Cc1cc(C)nc(-n2nc(C)c(C3=CCC(C(C)(C)C)CC3)c2N)n1 (stereo not given) | i
CN(c1ccc(O)cc1)S(=O)(=O)c1cccs1 | i
Cc1cc(C(=O)Nc2nccs2)c(C)s1 | i
c1ccc2sc(SCc3nc4c5c6c(sc5ncn4n3)CCCC6)nc2c1 | i
CCCS(=O)(=O)N1CCCC1C(=O)O (stereo not given) | i
c1ccc(-c2cn3cc(-c4ccccc4)n4c3c2CCCC4)cc1 | i
O=C(O)Cc1cc(=O)[nH]c(=O)[nH]1 | i
Cc1cc(C)n2c(nc3ccccc32)c1-c1nc2ccccc2s1 | i
COc1ccc(C2Nc3ccccc3-c3nc4ccccc4n32)cc1OCc1ccccc1 (stereo not given) | i
CN(C1(C)CCS(=O)(=O)C1)S(=O)(=O)c1ccc(C(C)(C)C)cc1 (stereo not given) | i
Fc1ccccc1N1CCN(Cn2nc(-c3ccncc3)oc2=S)CC1 | i
O=S(=O)(Nc1ccc(Br)cc1Cl)c1ccc(F)cc1 | i
CN=c1scc(-c2ccc(OC(F)F)cc2)n1/N=C/c1ccc(OC)cc1 | i
CC1COC2=C(N3CCN(C)CC3)C(F)=CC3C(=O)C(C(=O)O)=CN1C23 (stereo not given) | i
C=CCn1ccnc1C(O)(c1c[nH]c2ccccc12)C(F)(F)F (stereo not given) | i
Cc1cc(C2=NNC(=NC3CC3)SC2)c(C)n1-c1ccc2c(c1)OCO2 | i
Fc1c(F)c(F)c(/C=N/NC(=S)NC2CCCCC2)c(F)c1F | i
CC(C)(C)NCC(O)CON=C1c2ccccc2-c2ccccc21 (stereo not given) | i
O=C(CSc1nnnn1C1CC1)N(C1CCCC1)C1CCS(=O)(=O)C1 (stereo not given) | i

Eight entries already listed, sorted by molar mass, falling:
SMILES | PL synth Enamine
Cc1c(C2Sc3ccccc3NC2=O)c2ccccn2c1C1Sc2ccccc2NC1=O (stereo not given) | +
CCn1c(SCc2cc(=O)n3cc(Br)ccc3n2)nnc1-c1cccs1 | i
Cc1cc(C2=NNC(=NC3CC3)SC2)c(C)n1-c1ccc2c(c1)OCO2 | i
CC1COC2=C(N3CCN(C)CC3)C(F)=CC3C(=O)C(C(=O)O)=CN1C23 (stereo not given) | i
Fc1c(F)c(F)c(/C=N/NC(=S)NC2CCCCC2)c(F)c1F | i
C=CCn1ccnc1C(O)(c1c[nH]c2ccccc12)C(F)(F)F (stereo not given) | i
O=C(COC(=O)c1csc2c1CCCC2)c1ccc[nH]1 | i
CN(c1ccc(O)cc1)S(=O)(=O)c1cccs1 | i

Next section
SMILES | PL synth Enamine
COc1ccc(C2C3=C(COC3=O)Nc3c2c(=O)n(C)c(=O)n3C)cc1OC (stereo not given) | i
O=c1oc2ccccc2n1CN1CCN(Cc2cc(=O)n3ccsc3n2)CC1 | i
O=S(=O)(NCCCN1CCOCC1)c1ccc2c(c1)CCC2 | i
O=C(O)c1cc2c(ccc3cc(Br)ccc32)oc1=O | i
Oc1[nH]c2cc(Cl)ccc2c1C=Nc1ccc(Br)cc1 | i
CC(C)c1ccc(C(N)=S)cc1 | i
COc1cc(/C=C2\N=C(c3cc(OC)c(OC)c(OC)c3)OC2=O)c([N+](=O)[O-])cc1OC | i
C(=N\n1c(-c2ccccc2)csc1=NC1CCCCC1)/c1ccccn1 | i
O=S(=O)(Nc1ccc(F)cc1S(=O)(=O)Nc1ccc(Br)cc1)c1ccc2c(c1)OCCO2 | i
C#CCOc1ccc2ccccc2c1Br | i
CNC(=O)NC(=O)CSc1nnc(-c2ccco2)n1C | i
Cc1cc(C(=O)CSc2nnnn2C2CCCC2)c(C)n1C1CC1 | i
CC(C)NC(=O)NC(=O)COC(=O)C1CC1 | i
Clc1ccc(C2=CC(c3cccc4ccccc34)n3ncnc3N2)cc1 (stereo not given) | i
CCOC(=O)c1[nH]c(C)c(C(=O)OCC(=O)OC)c1C | i
FC(F)(F)c1ccc(N/N=C/c2ccc[nH]2)nc1 | i
COC1C=C2CCC3C(CCC4(C)C3CCC4(O)CSc3nccn3C)C2(C)CC1 (stereo not given) | i
O=C(Nc1nncs1)c1cc2c(s1)CCCC2 | i
CC(C)(C)OC(=O)N1CCC[C@H]1C(=O)OCc1cc(=O)n2cc(Br)ccc2n1 | i
CN1CCN(S(=O)(=O)c2ccc(Br)c3ccccc23)CC1 | i
Cn1cc(S(=O)(=O)N2CCOCC2)cc1C(=O)O | i
NCC(=O)NCC(=O)O | i
CC(C)CCCC(C)NC(=O)C1=CC=CN2CCS(=O)(=O)N=C12 (stereo not given) | i
O=C(OC1CCOC1=O)c1ccc(I)cc1 (stereo not given) | i
O=C(NC1=NCCS1)c1sc2cc(Cl)cc(Cl)c2c1Cl | i
Going on with the list.
SMILES | PL synth Enamine
O=S(=O)(Nc1cc(Cl)ccc1-n1cncn1)c1ccc(F)cc1 | i
S=C(Nc1ccc2cn[nH]c2c1)Nc1ccc(Cl)cc1Cl | i
O=C1OC(C(=O)NC2CCSc3ccccc32)Cc2ccccc21 (stereo not given) | i
O=C(O)CC12CC3CC(CC(Br)(C3)C1)C2 | i
O=C(CSC1CCCCC1)NC1CCCC1 | i
COc1ccc(C(=O)/C=c2\[nH]c(=O)/c(=C\c3ccc4c(c3)OCO4)s2)cc1 | i
COc1cc([N+](=O)[O-])cc2c1OC1(C=C2)N(c2ccccc2)c2ccccc2C1(C)C (stereo not given) | i
CNC(=O)CSc1ncnc2sc3c(c12)CCCC3 | i
Cc1cc(C(=O)Cn2cnc3sccc3c2=O)c(C)n1C1CC1 | i
C(=C\c1nc2c(ccc3ccccc32)s1)/c1cccs1 | i
Clc1ccccc1/C=C1\CCCc2c1nc1ncnn1c2-c1ccccc1Cl | i
CCN1C(=O)/C(=C2\C=CC(C(F)(F)F)=CN2C)SC1=S | i
c1ccc(OCCCCSCc2nc3ccccc3[nH]2)cc1 | i
CCCCNC(=S)N(C)/N=C/c1ccc(C)s1 | i
CC(=O)N1CCN(C(=O)C2CCC(C(=O)N3CCN(C(C)=O)CC3)CC2)CC1 (stereo not given) | i
CCOC(=O)c1c(C2CC2)csc1NC(=O)COC(=O)c1c(NC(C)=O)sc(C)c1C | i
C=CCNC(=S)NC(=O)c1ccco1 | i
O=c1cc(CSc2ncc(-c3ccc(Br)cc3)[nH]2)nc2ccc(Br)cn12 | i
CCC(=O)N(c1nnc(SCC(=O)Nc2oc(C)c3c(C)n[nH]c(=O)c23)s1)C1CC1 | i
C=CCNc1ncnc2c1cnn2-c1ccccc1 | i
CCCC(C)Nc1ncnc2sc3c(c12)CCC(C)C3 (stereo not given) | i
CCN(CC)C(=S)N=P(c1ccccc1)(c1ccccc1)c1cccn1C | i
O=C1CCC(C(=O)OCC(=O)c2ccc(Cl)s2)=NN1 | i
C/C=C/C(=O)OCC(=O)c1c(C)[nH]c(C)c1C(=O)OCC | i
O=C(CSc1nnnn1C1CC1)N1N=C(c2cccs2)CC1c1cccs1 (stereo not given) | i
Going on with the list.
SMILES | PL synth Enamine
CN(C)Cc1ccc2ccc3cccc4ccc1c2c34 | i
Cc1ccc(-c2csc3nc[nH]c(=S)c23)cc1C | i
c1ccc2c(c1)oc1c(NC3CCCC3)ncnc12 | i
CCCCCCCCNC(=O)c1ccc(Br)o1 | i
O=S(=O)(NC1CCCCCC1)c1ccc(Cl)cc1 | i
O=c1oc2ccccc2n1CN1CCCC1c1ccc2c(c1)OCCCO2 (stereo not given) | i
O=S(=O)(NC1=NCCCCC1)c1ccc(Cl)cc1Cl | i
Cc1cc2ncn(Cc3ccc(C(C)(C)C)cc3)c2cc1C | i
O=[N+]([O-])c1cccc(S(=O)(=O)N2CN(c3ccc4ccccc4c3)c3nc4ccccc4nc32)c1 | i
Clc1ccc2oc(Nc3ccc4c(c3)Cc3ccccc3-4)nc2c1 | i
Cc1sc2nc(C(C)Sc3nc4sc5c(c4c(=O)n3C3CCCCC3)CCCC5)[nH]c(=O)c2c1C (stereo not given) | i
CCn1c(CCCCCCN)nnc1SC | i
O=C(COC(=O)C1CC2CCCC(C1)C2=O)NC1CC1 (stereo not given) | i
CCCN(C1CCS(=O)(=O)C1)S(=O)(=O)C1=Cc2ccccc2CC1 (stereo not given) | i
CCOC(=O)C1=C(C)NC(=S)NC1C (stereo not given) | i
COCCCn1c(C)cc(-c2csc(N)n2)c1C | i
C=CCn1c(=O)n(CC=C)c(=O)n(CC(=O)NC(C)COC)c1=O (stereo not given) | i
FC(F)(F)c1cc(-c2cccs2)nc2c3ccccc3nn12 | i
Cc1cc(C(=O)NNC(=O)/C=C/c2ccco2)c(C)o1 | i
O=S(=O)(Nc1ncnc2ccccc12)c1ccc2c(c1)OCCO2 | i
C=CCSc1nnc(NC(=O)Cc2cccs2)s1 | i
Fc1ccc(-n2c(-c3ccc(Cl)cc3Cl)n[nH]c2=S)cc1Cl | i
CC(=O)N1CCN(C(N)=O)CC1 | i
COC(=O)c1ccc(CSc2nnc(Sc3ncnc4sc5c(c34)CCC5)s2)o1 | i
CC(C)(C)C(=O)CNCC(=O)C(C)(C)C | i

Quoted from above, five compounds:
SMILES | PL synth Enamine
CN(C)Cc1ccc2ccc3cccc4ccc1c2c34 | i
Cc1ccc(-c2csc3nc[nH]c(=S)c23)cc1C | i
c1ccc2c(c1)oc1c(NC3CCCC3)ncnc12 | i
CCCCCCCCNC(=O)c1ccc(Br)o1 | i
O=S(=O)(NC1CCCCCC1)c1ccc(Cl)cc1 | i

Next section:
SMILES | PL synth Enamine
O=C(O)c1coc2ccccc2c1=O | i
CN1CCN(C2=CC(=[N+]3CCCC3)CC(C)(C)C2)CC1 | i
CC(C)N1C(=O)/C(=N\N2C(=O)CSC2=S)c2ccccc21 | i
CCc1nnc2c3c4c(sc3ncn12)CC(C)CC4 (stereo not given) | i
OCCCc1nc2n(n1)C(c1ccccc1)C=C(c1ccccc1)N2 (stereo not given) | i
CCOc1ccc(S(=O)(=O)N(C)C2CCS(=O)(=O)C2)cc1 (stereo not given) | i
O=C(NC1CCCCCC1)C1=NN(C2CCS(=O)(=O)C2)C(=O)CC1 (stereo not given) | i
CN1CCN(CC(O)COc2ccc3c(c2)OCO3)CC1 (stereo not given) | i
Cn1/c(=N/N=C/c2ccccc2I)sc2ccccc21 | i
CC(C)(C)c1nnc2sc(SCC(=O)NC3CCCCC3)nn2c1=O | i
O=C(CC12CC3CC(CC(Br)(C3)C1)C2)NCc1cccs1 | i
Cc1nc2sc3c(c2c2nnnn12)CCCC3 | i
Cc1nn(Cc2cc(-c3ccco3)on2)c(C)c1S(=O)(=O)N1CCOCC1 | i
Cc1cc(NS(=O)(=O)c2cc(Cl)ccc2Cl)no1 | i
O=S(=O)(c1cc(F)ccc1F)N1CCNCC1 | i
CS(=O)(=O)c1ccc(NS(=O)(=O)c2cccc(F)c2)cc1 | i
Nc1cc(S(=O)(=O)C(F)(F)F)cc(S(=O)(=O)C(F)(F)F)c1 | i
Cn1nc(C(=O)N(Cc2nc3ccccc3c(=O)[nH]2)CC2CCCO2)c2ccccc2c1=O (stereo not given) | i
NC1=NC(=Nc2ccccc2Cl)c2ccccc21 | i
